Bioassay records (PubChem)
A3G deaminase: APOBEC3G (human) deaminase inhibition | Q9HC16 | recombinant A3G, ssDNA deamination FAM/TAMRA fluorescence | inhibition, % at 20 µM | 0.28% of 330,000 active;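 active = inhibition of at least 40% at 20 µM, with no more than 30% in the related APOBEC3A deaminase screen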;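 also: plate controls were DMSO wells with A3G for no effect and wells lacking A3G enzyme for full effect; some compounds called inactive have numbers as strong as hits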
Target sequence (Q9HC16 whole entry, looked up): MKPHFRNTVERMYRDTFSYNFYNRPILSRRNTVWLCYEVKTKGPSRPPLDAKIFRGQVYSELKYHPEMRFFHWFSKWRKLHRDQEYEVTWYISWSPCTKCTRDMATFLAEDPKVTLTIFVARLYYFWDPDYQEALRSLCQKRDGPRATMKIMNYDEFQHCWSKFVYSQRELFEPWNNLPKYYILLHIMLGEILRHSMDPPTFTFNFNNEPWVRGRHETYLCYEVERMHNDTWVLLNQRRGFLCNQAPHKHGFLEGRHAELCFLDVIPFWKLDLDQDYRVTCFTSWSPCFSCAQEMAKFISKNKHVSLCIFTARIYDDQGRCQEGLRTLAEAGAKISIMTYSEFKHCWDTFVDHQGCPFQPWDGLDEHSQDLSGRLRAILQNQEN
hIAP block: human IAP inhibition; P09923; purified IAP, CDP-Star luminescence, 30 min; inhibition, % at 10 µM; 0.12% of 330,000 active;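 active = inhibition reaching a set limit with compound at 10 µM in the primary screen, cut at about 35% in these data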;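 also: plate controls were DMSO wells with enzyme for no effect and no-enzyme buffer wells for full effect; values of inactives mirror those of a sister screen read the other way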
beta cell repl: inducers of beta-cell replication in MIN6 cells; MIN6 cells proliferation, ATPlite luminescence, 48 h; cells starved in 0.2% serum; 100% = growth in 10% serum; proliferation, % at 10 µM; 0.29% of 330,000 active; AID 2380;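 active = compounds whose signal lies at least 3.5 SD above the mean of all wells on their plate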;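 also: 0% = DMSO-treated cells in low-serum medium and 100% = 10% serum control; some compounds called inactive have numbers as strong as hits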
mIAP act: increases mouse intestinal alkaline phosphatase activity; muIAP, CDP-Star luminescence, 30 min; active compounds read high; 1 = vehicle-only enzyme signal, 0 = enzyme-free wells; activation factor at 10 µM; 0.24% of 330,000 active;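 active = activation factor of at least 2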; also: the source names both 10 and 20 µM as test concentration; values of inactives mirror those of a sister screen read the other way
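System: Mouse IAP enzyme | Also added: CDP-Star substrate | Dosing: Compounds dispensed in DMSO | Schedule: 30 min enzyme-substrate-compound incubation at room temperature | Technique: Chemiluminescence readout | Control set: DMSO-only wells and no-enzyme negative control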
NALP3 yeast inh: NALP3 inhibition in yeast; Yeast reconstituted NLRP3/ASC/caspase-1, beta-gal luminescence, 24 h; 0.39% of 330,000 active; AID 2825; inhibition, % at 10 µM;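 active = inhibition of 50% or more; inactive = inhibition below 50%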;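 also: plate controls were induced DMSO wells for no effect and uninduced yeast grown without galactose for full effect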
APOBEC3A inh: inhibitors of human APOBEC3A DNA deaminase | recombinant A3A, FAM/TAMRA ssDNA deamination fluorescence | inhibition, % at 20 µM | 0.41% of 330,000 active;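 active = at least 40% inhibition at 20 µM here, with at most 30% in a related deaminase screen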;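 also: plate controls were A3A with DMSO for no effect and wells lacking A3A enzyme for full effect; some results filed as inactive read as strong as hits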
Target sequence (P31941 whole entry, looked up): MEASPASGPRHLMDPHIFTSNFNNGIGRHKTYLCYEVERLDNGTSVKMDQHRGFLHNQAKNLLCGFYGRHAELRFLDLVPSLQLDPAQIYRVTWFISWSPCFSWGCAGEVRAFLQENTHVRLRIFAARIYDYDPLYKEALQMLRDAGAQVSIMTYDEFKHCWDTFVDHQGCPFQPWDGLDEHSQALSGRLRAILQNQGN
hIAP act: human IAP activation; purified human IAP, CDP-Star luminescence, 30 min; active compounds read high; 1 = vehicle-only enzyme, 0 = enzyme-free background; activation factor at 10 µM; 0.16% of 330,000 active;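 active = activation factor of the enzyme at least 2-fold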; also: the source names both 10 and 20 µM as test concentration; values of inactives mirror those of a sister screen read the other way
SENP1 inh: SENP1 (human) catalytic domain inhibition; Q9P0U3; recombinant SENP1 catalytic domain, CyPet-SUMO1-YPet FRET cleavage; inhibition, % at 10 µM; 0.21% of 360,000 active; AID 624204;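 active = inhibition at least 30% at 10 µM, raw YFP signal under a set limit, fluorescence ratio 0.5 to 1.5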;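 also: 0% = enzyme with DMSO and 100% = no enzyme wells; some results filed as inactive read as strong as hits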
Target sequence (Q9P0U3 419-644 limits assumed): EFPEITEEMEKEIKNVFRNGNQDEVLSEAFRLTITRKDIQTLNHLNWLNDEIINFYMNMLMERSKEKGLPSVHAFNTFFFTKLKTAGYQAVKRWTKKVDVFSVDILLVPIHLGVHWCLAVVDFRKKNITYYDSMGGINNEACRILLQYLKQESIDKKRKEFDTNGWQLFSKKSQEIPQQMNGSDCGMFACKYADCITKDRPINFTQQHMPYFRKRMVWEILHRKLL
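Material – human SENP1 catalytic domain · Input – SENP1 enzyme, 20 pM final · Compound dosing – single concentration of 10 µM compound, 0.5% DMSO final · Timing – enzyme reaction for 50 min at room temperature, dark · Measured by – FRET fluorescence in CFP and YFP emission channels · Control set – no-enzyme wells low, DMSO-plus-enzyme wells high control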
mIAP block: mouse IAP inhibition; AID 2806; purified mouse IAP, CDP-Star luminescence, 30 min; inhibition, % at 10 µM; 0.2% of 330,000 active;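 active = inhibition of at least 40% at 10 µM in the primary screen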;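 also: plate controls were DMSO with enzyme for no effect and no enzyme wells for full effect; values of inactives mirror those of a sister screen read the other way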
* hit, by the source's call; · = not tested or not shown. This is a subset; the hit share may differ from the screen's.

cpd	Structure	A3G deaminase	hIAP block	beta cell repl	mIAP act	NALP3 yeast inh	APOBEC3A inh	hIAP act	SENP1 inh	mIAP block
1	CS(=O)(=O)c1nc(S(=O)(=O)c2ccc(Cl)cc2)c(NCCN2CCOCC2)s1	-6.4	-12.3	10.0	0.991	1.4	-6.1	1.12	0.0	0.9
2	O=C(NC1CCS(=O)(=O)C1)c1sc2ccccc2c1Cl (stereo not given)	-1.4	5.6	-0.3	1	12.1	-2.4	0.944	-2.5	-0.5
3	CN(C)C(=S)NC(=O)c1cccc(Cl)c1	-3.1	-18.2	-4.5	1.11	-5.4	-9.7	1.18	1.6	-10.8
4	CN(CC(=O)Nc1ccccc1Cl)CC(=O)c1c(N)n(Cc2ccccc2)c(=O)n(C)c1=O	0.4	-12.1	0.5	1.04	18.3	6.3	1.12	-6.4	-3.8
5	COc1ccc(C(CC(=O)N2CCN(C)CC2)NC(=O)C(F)(F)F)cc1 (stereo not given)	-1.0	3.7	-2.4	0.986	-4.9	0.6	0.963	0.2	1.4
6	COc1ccc(N2CCN(C(=O)CCN3C(=O)c4ccccc4S3(=O)=O)CC2)cc1	-2.3	-6.1	-2.0	1.14	17.5	-10.8	1.06	-0.7	-14.2
7	O=c1c(/C=N/N2CCOCC2)c(C(F)(F)F)[nH]n1-c1ccccc1	-4.5	7.0	2.5	0.956	2.5	-4.9	0.93	2.3	4.4
8	COc1cc2oc3cc(C)oc(=O)c3c2cc1OC	-6.4	5.8	-3.2	0.944	21.4	-4.0	0.942	1.5	5.6
9	O=C(Nc1ccccc1)c1ccc(=O)[nH]n1	-2.2	-6.7	-2.5	0.941	21.4	-2.7	1.07	0.3	5.9
10	Cc1cc(C)c2c(c1)N[C@H](c1cccs1)[C@@H]1CCO[C@H]21	8.6	-11.4	-3.4	1.04	0.5	2.6	1.11	-1.1	-4.5
11	Cc1ccc(NC(=O)C(CC(=O)O)C2CCCO2)c(C)c1 (stereo not given)	-0.8	-6.7	0.3	1.03	11.0	-1.5	1.07	1.6	-3.5
12	CSCCC(NC(=O)c1ccco1)C(=O)N1CC=C(c2ccccc2)CC1 (stereo not given)	-1.9	-6.6	-5.3	0.999	0.4	1.4	1.07	-0.1	0.1
13	COc1cccc2c1c(NC(=O)Nc1ccc(F)cc1F)nn2C	-4.4	-12.2	6.8*	1.06	11.2	-1.6	1.12	0.8	-6.4
14	CCOC(=O)C1CCCN(S(=O)(=O)c2cc(Br)cc3c2N(C(=O)C2CC2)CC3)C1 (stereo not given)	0.0	8.6	1.2	1.02	4.5	-1.6	0.914	-0.9	-2.5
15	COc1ccc(C(=O)N/C(=C/c2cccs2)C(=O)NN)cc1OC	1.8	-4.4	-2.1	1.06	2.0	5.1	1.04	-0.4	-5.7
16	CCOc1ccc(NC(=O)CCC(=O)N2CCSc3ccccc32)cc1	0.1	14.6	-2.9	0.954	21.0	2.3	0.854	1.0	4.6
17	CC(C)C1Nc2ccc(C(=O)NCc3ccco3)cc2NC1=O (stereo not given)	-7.9	7.1	-1.6	0.932	-7.7	-4.6	0.929	-4.5	6.8
18	O=C(N1CCOCC1)N1CCN(S(=O)(=O)c2ccc(Cl)cc2)C1	11.7	-6.3	-1.6	1.09	25.8	5.2	1.06	1.7	-9.3
19	CCCCc1c(O)nc2n(c1=O)CCS2	-1.7	2.9	0.6	0.831	4.2	4.6	0.971	1.8	16.9
20	COCCNC(=O)CCc1nnc(C2(c3ccc(Cl)cc3)CCC2)o1	-3.2	-1.7	0.8	0.964	-12.9	-3.3	1.02	-0.4	3.6
21	O=C1OC(=O)c2c(Br)c(Br)c(Br)c(Br)c21	-10.6	-13.1	-1.6	0.894	5.9	-0.7	1.13	0.6	10.6
22	CCOC(=O)C1CCCN(c2c(NCCN(C)Cc3ccccc3)c(=O)c2=O)C1 (stereo not given)	-2.1	15.8	-1.3	1.01	2.4	-3.5	0.842	-3.6	-0.9
23	O=C(CN1CCCC1)Nc1ccc(F)c(Cl)c1	-5.7	-19.1	1.1	1.06	15.1	-5.0	1.19	2.0	-6.5
24	CCOC(=O)c1cc(-c2csc(COc3ccc(Cl)cc3)n2)on1	-8.8	1.6	-3.1	0.996	11.9	-0.9	0.984	1.2	0.4
25	CCCCCn1c(=O)c2ccccc2n2c(=S)[nH]nc12	43.2*	15.8	-2.7	0.927	17.8	-6.2	0.842	1.9	7.3
26	c1csc(-c2nc3ccccc3s2)c1	-12.1	8.5	2.1	0.962	15.9	-4.5	0.915	0.3	3.8
27	COCCCNC(=O)c1cc2c(=O)n3cccc(C)c3nc2n(C(C)C)c1=N	-3.1	11.8	0.8	0.987	8.3	-2.1	0.882	-22.7	1.3
28	COc1cc2c(c(O)c1OC)C(=O)C(OC)CCC2 (stereo not given)	-6.2	9.0	0.5	1.02	3.3	-5.1	0.91	0.5	-2.2
29	Cc1cccc2cc(CN(CC3CCCO3)C(=O)c3ccncc3)c(=O)[nH]c12 (stereo not given)	-3.3	5.8	-3.7	0.911	16.1	-0.8	0.942	2.0	8.9
30	O=C(NC1CCCCCC1)C(=S)N1CCCC1	-4.9	3.7	-1.0	1.02	20.6	-1.8	0.963	-0.4	-2.3
31	Cc1c(C(=O)NCC2CCCO2)sc2nc(-c3ccccc3)cn12 (stereo not given)	-5.1	-8.0	0.7	1	17.5	-3.9	1.08	4.8	-0.3
32	O=C(OCC#CCSc1nnc(-c2cccc3ccccc23)o1)c1ccco1	-5.7	6.9	-5.0	0.922	19.5	-2.9	0.931	-1.6	7.8
33	COc1cccc(C2CC(C(F)(F)F)n3nc(C(=O)NCc4cccnc4)cc3N2)c1 (stereo not given)	-3.4	0.8	-1.4	1.03	11.9	-1.2	0.992	20.2	-3.5
34	CCC1Oc2ccccc2N(CC(=O)NCc2cccs2)C1=O (stereo not given)	-8.6	16.5	0.9	0.984	-2.0	-2.6	0.835	2.9	1.6
35	CCc1nnc(NC(=O)Cc2cc(OC)c(OC)c(OC)c2)s1	-6.2	-1.4	-1.9	0.976	2.0	5.3	1.01	1.0	2.4
36	CC[N+]1(CC)CC2CCC(C)(C1)C2(C)C (stereo not given)	8.8	-9.1	-2.4	1.02	18.0	58.5*	1.09	-2.0	-2.3
37	COc1ccccc1NC(=O)Cc1noc(CSc2cccc[n+]2[O-])n1	-9.2	3.1	-2.4	1.01	14.4	-4.2	0.969	-1.3	-0.9
38	COc1cccc(NC(=O)Cn2c3ccccc3c3nc4n(c(=O)c32)CCS4)c1	-6.0	-0.4	-2.1	1.13	-8.4	3.3	1	1.6	-13.2
39	COc1ccc(OC)c(NC(=O)C2=C(C)Nc3ncnn3C2c2cccs2)c1 (stereo not given)	3.3	6.0	-1.2	1.02	17.3	1.8	0.94	-1.5	-2.3
40	Cc1nonc1CN(C)C(=O)CC1C(=O)NCCN1Cc1c(F)cccc1Cl (stereo not given)	-6.9	5.4	2.2	0.987	5.4	-2.8	0.946	1.1	1.3

3 entries out of the list above, sorted by their value in A3G deaminase, falling.
item	compound	A3G deaminase	hIAP block	mIAP act	NALP3 yeast inh	APOBEC3A inh	hIAP act	SENP1 inh	mIAP block
36	CC[N+]1(CC)CC2CCC(C)(C1)C2(C)C (stereo not given)	8.8	-9.1	1.02	18.0	58.5*	1.09	-2.0	-2.3
39	COc1ccc(OC)c(NC(=O)C2=C(C)Nc3ncnn3C2c2cccs2)c1 (stereo not given)	3.3	6.0	1.02	17.3	1.8	0.94	-1.5	-2.3
34	CCC1Oc2ccccc2N(CC(=O)NCc2cccs2)C1=O (stereo not given)	-8.6	16.5	0.984	-2.0	-2.6	0.835	2.9	1.6

(more compounds)
cpd	Structure	A3G deaminase	hIAP block	beta cell repl	mIAP act	NALP3 yeast inh	APOBEC3A inh	hIAP act	SENP1 inh	mIAP block
41	O=C(CCc1c[nH]c2ccccc12)NCc1cccc(Cl)c1	-11.2	0.1	-1.8	1.03	20.8	-4.7	0.999	0.9	-3.0
42	CCN(CC(=O)Nc1ccccc1C(F)(F)F)C(=O)c1oc2ccc(OC)cc2c1C	-9.4	-10.3	-2.9	0.932	13.7	-0.4	1.1	-10.5	6.8
43	CCOC(=O)N/N=C/c1cc(OC)c(O)c(OC)c1	-3.2	9.2	-2.0	1.06	0.4	-1.7	0.908	1.1	-5.6
44	CN(C)c1ccnc2sc(C(N)=O)c(N)c12	2.7	2.9	-0.8	1.08	-1.4	33.5	0.971	-0.8	-8.0
45	CC(=O)Oc1ccc(/C=C2/CCc3ccccc3C2=O)cc1	-0.6	16.3	-3.7	0.957	39.3	-0.1	0.837	2.9	4.3
46	CCN(CC)S(=O)(=O)c1cccc(NC(=O)COC(=O)/C=C/c2ccco2)c1	-0.8	2.2	-2.8	0.908	-9.7	15.0	0.978	3.4	9.2
47	COCCCn1c(SCC(=O)Nc2ccc(NC(=O)c3ccco3)c(OC)c2)nc2ccccc2c1=O	1.7	-10.7	-1.7	1.08	-8.5	1.1	1.11	-1.6	-7.6
48	Cc1cc(C(=O)N(C)CC(=O)Nc2cccc(F)c2)no1	1.2	8.2	2.1	1.05	26.9	1.5	0.918	0.9	-4.8
49	Cn1c2ccc(F)cc2c2nnc(SCC(=O)Nc3cccc(O)c3)nc21	11.0	10.3	-3.1	1.01	6.4	-3.8	0.897	-1.7	-0.7
50	O=C(CN1CCCc2ccccc21)NC(=O)NCc1ccccc1	-3.8	-6.8	-0.3	1.05	12.4	-0.7	1.07	20.2	-4.6
51	CC(C)CCn1c(=O)c2sccc2n2c(CCCC(=O)N3CCN(c4ccccn4)CC3)nnc12	-1.2	-10.8	-1.9	0.996	0.9	-1.0	1.11	0.2	0.4
52	Cc1cc(C(=O)Cn2cc(C(F)(F)F)ccc2=O)c(C)n1-c1ccccc1	-6.2	15.9	0.0	1.04	18.7	0.2	0.841	-0.4	-4.1
53	Cc1ccc(S(=O)(=O)NC(=O)Nn2c(C)nnc2C)cc1	-5.4	11.1	0.6	0.984	9.5	-2.1	0.889	0.1	1.6
54	CCOc1ccccc1-c1nc2c(C(C)(C)C)nn(C)c2c(=O)[nH]1	-6.6	-0.4	-1.5	0.86	-5.6	-1.4	1	·	14.0
55	CSc1ccccc1OCc1cc(C(=O)NC(C)c2cnn(C)c2)no1 (stereo not given)	7.8	-15.1	2.3	0.932	1.1	-1.3	1.15	0.0	6.8
56	CC(=O)c1cccc(NC(=O)CSc2ccc(-c3sc(C)nc3C)nn2)c1	-3.2	5.0	1.7	0.904	9.9	-0.6	0.95	1.5	9.6
57	COc1cc2c(cc1OC)C(c1cc3ccccc3oc1=O)=NC(C)(C)C2	-2.1	-0.2	-0.8	0.986	13.9	-2.0	1	-1.7	1.4
58	CCOc1cccc(CN2CCC(N3CCC(C(=O)NCC4CCCO4)CC3)CC2)c1 (stereo not given)	-4.8	-21.4	-1.4	0.941	9.3	-4.8	1.21	-16.8	5.9
59	CN(C)C(=S)Nc1cccc(C(F)(F)F)c1	5.1	0.5	-1.2	1.06	6.3	-5.6	0.995	2.1	-6.0
60	Cc1nc2cc(Cl)ccc2n1CCO	-3.8	-2.3	4.6	1.01	9.6	-1.1	1.02	-0.4	-0.7
61	COc1ccc(-c2noc(C3CCCN(C(=O)c4cccc(C)c4)C3)n2)cc1 (stereo not given)	-8.4	18.9	0.5	0.887	20.7	3.9	0.811	1.7	11.3
62	CN(C)C(CNC(=O)Nc1cccc(Cl)c1)c1cccnc1 (stereo not given)	-9.0	-23.8	0.4	1.16	16.1	-6.5	1.24	-2.4	-16.2
